BRCA1 expr act: BRCA1 expression activation. actives 1.1% (n = 380,000). MCF7-BRCA1-FFLuc reporter, luminescence, 48 h; response scale: scaled: vehicle 0%, 10 µM genistein 100%. Potency, µM (top dose mostly 46.1 µM), inactives show at the highest dose activation, hits mostly activators; note: nearly all actives have a fitted effect of over 80% in size; some results filed as inactive show a strong effect at the top dose
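Activators of BRCA1 expression were detected as increased firefly luciferase luminescence in engineered MCF7 cells after 48 h compound incubation. Signals were scaled to genistein 10 microM as full activation.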
Rab9 prom act: Rab9 promoter activation; Huh7 Rab9 promoter-luciferase reporter, luminescence, 24 h; actives 2.8% (n = 320,000); Potency, µM (titrated, usually from 9.22 µM), for inactives: at the top dose activation, negative = inhibition, most hits filed as activators; note: % of control where 0% means no effect; nearly all actives have a fitted effect of over 60% in size
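Luminescence read-out: Huh7 cells stably expressing Rab9-luciferase, treated 24 h with compound at 37 °C, then lysed with luciferase reagent for 10 min at ambient before reading.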
ELG1 genotoxic: inducers of genotoxicity in HEK293T ELG1-luciferase cells | Potency, µM (highest dose often 46 µM), for the others: at the highest dose activity change, positive = activation, most hits filed as activators | actives 1.3% (n = 330,000) | HEK293T ELG1-luciferase reporter, luminescence, 16 h; note: % of control where 0% means no effect; nearly all actives have a fitted effect of over 60% in size
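16 hr compound incubation (37 °C, 5% CO2) of HEK293T cells carrying luciferase-tagged ELG1; luciferase then measured by ONE-Glo luminescence after 30 min at RT.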
RORg inh: blocks mouse ROR gamma transcriptional activity | actives 5.4% (n = 310,000) | Potency, µM (series often up to 53.6 µM), without a hit: top-dose activity change, negative = inhibition, hits mostly inhibitors | Drosophila S2 Gal4-RORgamma UAS-luciferase reporter, 20 h | P51450; note: % is set by controls: 0 for no effect and ±100 for the full control effect; nearly all actives have a fitted effect of over 60% in size
Target sequence (P51450 whole entry, looked up, the tested form may be a part): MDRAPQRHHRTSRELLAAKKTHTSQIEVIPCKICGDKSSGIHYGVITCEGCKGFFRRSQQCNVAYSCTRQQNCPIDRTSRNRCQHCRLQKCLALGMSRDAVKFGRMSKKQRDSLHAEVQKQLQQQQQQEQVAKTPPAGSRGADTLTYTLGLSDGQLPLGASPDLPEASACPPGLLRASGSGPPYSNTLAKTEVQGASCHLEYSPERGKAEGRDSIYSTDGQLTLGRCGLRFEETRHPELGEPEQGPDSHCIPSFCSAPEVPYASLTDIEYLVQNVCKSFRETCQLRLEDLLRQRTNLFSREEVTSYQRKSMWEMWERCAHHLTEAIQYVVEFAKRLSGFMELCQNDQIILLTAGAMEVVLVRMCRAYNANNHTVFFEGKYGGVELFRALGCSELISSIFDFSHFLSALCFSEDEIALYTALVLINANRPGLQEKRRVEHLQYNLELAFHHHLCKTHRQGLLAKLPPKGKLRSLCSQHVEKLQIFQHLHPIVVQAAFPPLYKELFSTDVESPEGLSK
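Drosophila S2 cells stably expressing Gal4-DBD/mouse RORγ fusion under metallothionein promoter plus UAS-luciferase; compound 1 h, then 700 uM CuSO4 induction for 20 h at ambient temperature; inhibition read as reduced luminescence.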
NPC1 prom act: NPC1 promoter activation. Huh7 NPC1 promoter luciferase reporter, 24 h. Potency, µM (top dose mostly 9.22 µM), for inactives: at the top dose activation, hits mostly activators. actives 2.4% (n = 320,000);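 note: % of control where 0% means no effect; nearly all actives have a fitted effect of over 60% in size; reporter is driven by a mutant NPC1 promoter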
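Stable NPC1-promoter luciferase Huh7 line; cpd (DMSO) 24 h, 37 °C, 5% CO2; Amplite luciferase reagent 10 min RT; luminescence readout. qHTS format.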
p53 reactivator: re-activators of mutant p53 | H1299 p53-A138V BP100-luciferase reporter, luminescence, 24 h | Potency, µM (highest dose often 92.2 µM), inactives show at the highest dose activity change, positive = activation, most hits filed as activators | actives 0.063% (n = 320,000); note: % of control where 0% means no effect; nearly all actives have a fitted effect of over 45% in size
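H1299 (p53-null), stable ts p53-A138V + BP100-Luc; 1000 cells/well, Opti-MEM/10% FBS; cpd 4 pt, 1:5; 24 h, 37 deg C, 5% CO2; detection reagent 10 min RT; luminescence.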
MBNL1-CUG inh: blocks human MBNL1 binding to CUG repeat RNA; AID 2675; Q9NR56; actives 0.036% (n = 280,000); TR-FRET MBNL1-His/biotin-(CUG)12 binding, 665/545 ratio; Potency, µM (highest dose often 57.5 µM), for inactives: at the highest dose activity change, negative = inhibition, actives largely listed as inhibitors; active = well fitted inhibition curve with a large enough effect in the signal ratio, with a control signal flat, not every such curve was filed as active; inconclusive = small, poorly fitted or top-dose-only effect, or effect the other way, or a change in a side signal; inactive = no such curve, though single readings can be large or run the other way; the % refers to the signal ratio; note: % is set by controls: 0 for no effect and ±100 for the full control effect
Target sequence (Q9NR56 whole entry, looked up): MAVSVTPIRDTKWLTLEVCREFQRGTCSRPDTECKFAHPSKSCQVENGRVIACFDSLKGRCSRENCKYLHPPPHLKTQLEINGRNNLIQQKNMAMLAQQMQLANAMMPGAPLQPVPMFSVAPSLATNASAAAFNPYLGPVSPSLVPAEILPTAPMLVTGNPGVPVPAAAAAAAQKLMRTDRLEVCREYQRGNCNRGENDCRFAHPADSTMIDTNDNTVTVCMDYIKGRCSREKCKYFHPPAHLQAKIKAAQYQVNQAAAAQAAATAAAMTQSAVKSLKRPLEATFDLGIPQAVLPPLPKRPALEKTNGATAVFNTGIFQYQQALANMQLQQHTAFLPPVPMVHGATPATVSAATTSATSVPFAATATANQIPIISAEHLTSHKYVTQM
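His-tagged MBNL1 binding to biotinylated (CUG)12 RNA was measured by TR-FRET using terbium anti-His antibody (0.055 ng/ul final) and streptavidin-XL665 (5 nM final). Compounds were titrated 92 nM to 58 uM; 60 min at room temperature.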
uPA surface inh: cell surface uPA generation inhibition | Potency, µM (titrated, usually from 38.3 µM), for inactives: at the top dose activity change, negative = inhibition, actives largely listed as inhibitors | actives 0.31% (n = 330,000) | AID 540303 | cell surface uPA generation assay, qHTS; active = well fitted inhibition curve with a large enough effect; inconclusive = small, poorly fitted or top-dose-only effect; inactive = no such curve, though single readings can be large or run the other way; tested in mouse RAW 264.7 cells; note: % is set by controls: 0 for no effect and ±100 for the full control effect; nearly all actives have a fitted effect of over 55% in size
VP16 counter: Gal4-VP16 reporter inhibition counter-screen | Drosophila S2 Gal4-VP16 UAS-luciferase, luminescence, 20 h | Potency, µM (series often up to 53.6 µM), for the others: at the top dose activity, negative = inhibition, most hits filed as inhibitors | actives 3.5% (n = 310,000) | AID 2546;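 note: Gal4-VP16 expression switched on by copper sulfate through the metallothionein promoter; % is set by controls: 0 for no effect and ±100 for the full control effect; nearly all actives have a fitted effect of over 50% in size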
FLuc modulator: inhibits or activates purified firefly luciferase, miR-21 counter-screen. P08659. purified FLuc, Km substrates, luminescence inhibition. Potency, µM (highest dose often 57.5 µM), for inactives: top-dose activity change, negative = inhibition, hits mostly inhibitors. actives 6.9% (n = 360,000). AID 588342;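 note: plate controls were vehicle for no effect and reference inhibitor for full effect; nearly all actives have a fitted effect of over 55% in size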
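Purified P. pyralis luciferase (10nM final) with 10uM D-luciferin and 10uM ATP (Km levels) in 50mM Tris acetate pH 7.5, 10mM Mg acetate, 0.01% Tween-20, 0.05% BSA; qHTS 6-point titration, ~60 µM downward; luminescence read.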
The depositor's hits bear a star; ? = inconclusive; . = no result given; & = joins results of further samples; [ ] = remark or other dose. Unless noted, calls come from the whole dose curve; as a rule, active = well fitted curve in the direction sought with a large enough effect; inconclusive = small, poorly fitted or top-dose-only effect, or another doubt; inactive = no such curve, though single readings can be large; an effect the other way counts as inactive or inconclusive. Potency is the fitted concentration of half-maximal effect.

SMILES	BRCA1 expr act	Rab9 prom act	ELG1 genotoxic	RORg inh	NPC1 prom act	p53 reactivator	MBNL1-CUG inh	uPA surface inh	VP16 counter	FLuc modulator
CCCC1(c2ccccc2)NC(=O)N(CC(=O)c2[nH]c(C)c(C(=O)OCC)c2C)C1=O (stereo unspecified)	-61%	-3%	3%	18%	0%	-4%	-9%	-2%	?	?
COc1ccc(C)cc1S(=O)(=O)N(CC(=O)Nc1cc([N+](=O)[O-])ccc1C)c1ccc(C)c(C)c1	-30%	-6%	0%	-8%	-2%	0%	.	2%	2%	0%
COc1ccc(C(=O)Nc2ccc(N3CCOCC3)cc2)cc1S(=O)(=O)NC1CCCC1	-26%	-1%	-6%	23%	-5%	0%	-4%	1%	-13%	-11%
O=C1CN(S(=O)(=O)c2cc(Cl)ccc2Cl)CCN1	-22%	-3%	1%	-21%	12%	0%	-1%	-5%	13%	0%
CC(=O)Nc1ccc2nc(-c3ccncc3)[nH]c2c1	11%	0%	13%	-19%	4%	-1%	17%	-3%	-6%	-19%
Cc1cccc(OCCC(=O)Nc2cc(S(=O)(=O)N3CCCCC3)ccc2N2CCOCC2)c1	0%	-1%	-8%	0%	8%	0%	-3%	4%	-1%	0%
CCN1C/C(=C/c2ccc(OC)c(O)c2)C(=O)/C(=C/c2ccc(OC)c(O)c2)C1	-64%	-44%[inhibitor]	-21%	6.3µM*	-45%[inhibitor]	-9%	-1%	?	?	4%
Cn1nc(C(=O)Nc2nc(-c3ccc(F)cc3)cs2)ccc1=O	-2%	-9%	-11%	23%	-10%	-5%	.	-4%	0%	3%
Clc1ccccc1/C=C/C=N/Nc1nc(N2CCOCC2)nc(N2CCOCC2)n1	-32%	-2%	-10%	-12%	-7%	-4%	?	.	9%	-11%
Cc1ccc(C)c(S(=O)(=O)N2CCN(C(=O)c3cccn3C)CC2)c1	7%	1%	-4%	.	-3%	-6%	.	-4%	.	5%
CC(C)Cc1ccc(S(=O)(=O)N2CCCC2)cc1	4%	-12%	-1%	15%	-2%	1%	-1%	.	-3%	6%
N/C(=N\OS(=O)(=O)c1ccc(Cl)cc1)c1ccncc1	0%	-1%	0%	-24%	0%	3%	0%	-6%	1%	1%
O=c1[nH]ncc(NCc2ccc(Cl)cc2)c1Cl	21%	1%	2%	3%	-4%	-8%	3%	-9%	-12%	-2%
CCCC(=O)Nc1nnc(SCC(=O)NCc2cccs2)s1	7%	-9%	2%	23%	-7%	-2%	0%	-3%	0%	2%
Cc1noc(C)c1S(=O)(=O)N(CC(=O)N1CCc2ccccc21)c1ccc(C(C)C)cc1	-9%	-4%	-5%	-11%	-1%	1%	-6%	12%	1%	4%
CC(C)CN1CCN(Cc2cccc3ncccc23)CC1CCO (stereo unspecified)	-10%	-3%	-1%	-14%	-3%	-1%	-2%	1%	2%	6%
Cc1ccc2c(CC(=O)OCc3nc(N)nc(Nc4ccccc4C)n3)coc2c1	-1%	-5%	0%	-21%	-4%	-2%	-4%	1%	-13%	0%
Cc1nn(Cc2ccc(F)cc2)c(C)c1NC(=O)c1noc2c1CCc1ccccc1-2	0%	-6%	-22%	52%	-2%	-3%	?	4%	-23%	-7%&6%
O=C(c1ccc(F)cc1)c1ccc(CN2C(=O)c3ccccc3C2=O)o1	3%	-3%	0%	21%	-1%	0%	10%	1%	?	-4%
COc1cc2cc(CCO)oc(=O)c2cc1OC	21%	.	0%	.	.	2%	.	6%	.	.
COCCn1c(N)c(S(=O)(=O)c2cccs2)c2nc3ccccc3nc21	49%	1%	1%	12%	1%	-7%	276%[activator]	7%	-18%	-2%
CC1CC(C)CN(C(=O)c2ccc(CSc3nc4ccncc4[nH]3)cc2)C1 (stereo unspecified)	-14%	1%	3%	?	-6%	1%	2%	-5%	-6%	?
O=C(c1cccc(Cl)c1)N1CCN(S(=O)(=O)c2ccc(Cl)s2)CC1	-3%	1%	0%	.	-3%	2%	.	-1%	.	-1%
O=C(CSc1nc2ccccc2nc1SCC(=O)N1CCCCC1)N1CCCCC1	-24%	4%	-8%	2%	2%	-20%	200%[activator]	-2%	-8%	-26%
O=C(COC(=O)c1ccc2c(c1Cl)C(=O)c1ccccc1C2=O)NC1CC1	-12%	1%	1%	-34%	10%	23%	?	6%	-6%	?

Going on with the list.
SMILES	BRCA1 expr act	Rab9 prom act	ELG1 genotoxic	RORg inh	NPC1 prom act	p53 reactivator	MBNL1-CUG inh	uPA surface inh	VP16 counter	FLuc modulator
Cc1nnc(NC(=O)CN2CCN(Cc3ccc(F)cc3Cl)CC2)s1	-5%	-1%	0%	?	-8%	.	3%	16%	?	3%
Cc1cc(Nc2ccccc2)nn1C(=O)c1ccc(Cl)cc1	-2%	13%	?	?	-4%	11%	0%	-2%	0%	9.5µM*
CCN(CC)CC(O)CCCCCCCCC(=O)OC (stereo unspecified)	-7%	2%	2%	22%	-1%	-3%	-4%	5%	-3%	-2%
CCOC(=O)C1Oc2ccccc2C(C(=O)OC)=C1C(=O)OC (stereo unspecified)	-1%	.	1%	1%	.	-10%	.	8%	-3%	.
COc1ccccc1N1CCN(Cc2cc(=O)c(OCC(=O)Nc3ccccc3)co2)CC1	-7%	-4%	2%	.	0%	-7%	.	-1%	.	3%
Cc1cc(Cl)c(S(=O)(=O)Nc2ccon2)cc1OCC(=O)NC1CCCCC1	7%	-2%	-3%	89%	0%	1%	-5%	3%	-8%	1%
C[C@H](CO)N1C[C@H](C)[C@@H](CN(C)Cc2ccc(Cl)c(Cl)c2)Oc2c(NC(=O)Cc3ccccc3)cccc2C1=O	-67%	.	-11%	.	.	-8%	.	?	.	.
CCn1c(=O)c(CCC(=O)NCCN2CCOCC2)c(C)c2c(C)nn(-c3cccc(C)c3)c21	-16%	-4%	3%	5%	-7%	0%	-1%	2%	1%	4%
O=C(O)c1ncc(Cl)c(Cl)c1Cl	-26%&0%	-3%&-1%	-1%&2%	4%&1%	-5%&-3%	5%&1%	-1%&-3%	-3%&5%	6%&-2%	-1%&3%
COC(=O)CSc1nnc2c(C)cc3cc4c(cc3n12)OCCO4	.	-9%	-2%	-3%	-1%	0%	4%	.	-3%	0%
COc1ccccc1NC(=O)Cn1cnc2sc(C)c(S(=O)(=O)N3CCCCC3)c2c1=O	-14%	-4%	6%	22%	-6%	-1%	13%	1%	-7%	3%
CSc1ccc(CN2CCN(C(C)C)C(CCO)C2)cc1 (stereo unspecified)	-7%	-1%	0%	0%	-2%	-5%	-2%	2%	-4%	2%
C[C@H](NC(=O)OC(C)(C)C)C(=O)N/N=C/c1cccc2nccnc12	-8%	-3%	1%	-2%	1%	-2%	.	0%	5%	5%
CCc1nc(C)ccc1OCC(=O)N1CCc2c([nH]c3ccccc23)C1c1ccccn1 (stereo unspecified)	-24%	2%	0%	8%	-8%	1%	?	10%	-4%	-1%
O=C(Nc1ccc(F)cc1F)c1cc2ncc(CCCl)cn2n1	-24%	-1%	1%	3%	2%	0%	-3%[11.5 µM]	1%	1%	-9%
CC(C)c1cc(=O)n2[nH]c(N)nc2n1	-8%	19%	0%	1%	-6%	3%	1%	1%	-8%	-18%
CCC(C)NC(=O)c1ccccc1-c1nc2ccccc2[nH]1 (stereo unspecified)	2%	-4%	4%	-22%	0%	-1%	12%	2%	0%	0%
O=C(COC(=O)C1CCCC1)Nc1cccc(Cl)c1Cl	2%	.	7%	.	.	0%	.	-1%	.	.
CCCc1cc(=O)[nH]c(SCC(=O)N(C)Cc2ccccc2)n1	3%	2%	1%	4%	3%	-2%	-4%	12%	-2%	-1%
CN1CCN(CCCC(=O)c2ccc(C3CCCC3)cc2)CC1	-106%[inhibitor]	7%	5%	42%	-1%	8%	-4%	-14%	-29%	-15%
O=C(COC(=O)c1ccco1)Nc1ccc([N+](=O)[O-])cc1Cl	-9%	0%	8%	.	-2%	6%	.	5%	.	-3%
O=C(C1CCN(c2ncnc3c2nc2n3CCCCC2)CC1)N1CCN(c2ccccc2F)CC1	-28%	-6%	-11%	?	-3%	-3%	-8%	17%	-24%	-2%&-16%
Cn1ccnc1C(=O)c1cc(=O)c2ccccc2o1	56%	?	?	40%	16%	?	?	3%	6%	?
CCc1ccc2oc(=O)cc(CN3CCOCC3)c2c1	-11%	10%	5%	-23%	-3%	-2%	0%	-4%	-8%	-1%
CC1Cc2ccccc2N1C(=O)C12CCC(C)(C(=O)C1)C2(C)C (stereo unspecified)	-5%	-6%	-2%	0%	1%	-3%	-1%	4%	0%	3%
COc1ccc(NC(=O)CSc2nnc(-c3cnccn3)n2C)cc1OC	9%	-4%	0%	-4%	-6%	-5%	3%	1%	-8%	-1%
CCCOc1ccccc1C1CC(=O)NC(C)=C1C(=O)OCC(C)C (stereo unspecified)	-30%	-6%	-11%	29%	-1%	-8%	-4%	8%	-12%	0%
COc1cc(C(=O)OCC(=O)NC(N)=O)cc(CN2C(=O)c3ccccc3C2=O)c1OC	15%	-3%	-4%	0%	-3%	-4%	4%	-4%	1%	7%
Cc1nc(N=Nc2ccc(O)cc2)n[nH]1	50%	?	?	9%	3.2µM*	?	?	?	-1%	17µM*
Cc1cc(C)c(C#N)c(Sc2nnnn2-c2ccccc2)n1	-8%	-1%	-12%	-40%	0%	-3%	?	-5%	0%	-1%
